S100A4 inh HTS = inhibitors of S100A4-myosin IIA peptide binding, primary screen, biochemical, fluorescence polarization, TAMRA-MyoIIA peptide; inhibition, % at 10.7 µM; actives 0.14% (n = 360,000); AID 652163, 2013;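 active = mean inhibition of at least 70% across replicates, with every replicate also reaching that level; inconclusive = mean inhibition reaches 70% but some replicates fall short; inactive = mean inhibition below 70%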
Target sequence (P26447 whole entry, looked up): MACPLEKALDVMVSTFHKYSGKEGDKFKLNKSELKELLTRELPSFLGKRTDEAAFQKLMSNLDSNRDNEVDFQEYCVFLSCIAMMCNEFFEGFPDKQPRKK
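Test system – S100A4 monomer (human) · Compound – single-point compound testing · Schedule – 5 min incubation before reading · Probe or stimulus – TAMRA-labelled myosin IIA heavy-chain peptide probe, 5 nM · Benchmarks – neutral control DMSO, positive control TFP · Medium – Calcium-containing HEPES buffer, pH 7.2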
ERAP1 HTS inh = human ERAP1 aminopeptidase inhibitors, primary screen, biochemical, single point, plate reader. Endoplasmic reticulum aminopeptidase 1 (Homo sapiens), Q9NZ08. recombinant ERAP1, Leu-AMC fluorescence, 60 min. inhibition, % at 10.7 µM. actives 0.15% (n = 340,000). AID 652197, 2013;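 active = mean replicate inhibition of at least 30%, or all replicates individually reaching that 30% level; inactive = mean below 30% and not every replicate reaching it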;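 also: 0% = neutral control wells and 100% = L-leucinethiol positive control wells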
PGC1a acetyl inh = inhibitors of PGC1a acetylation signal, primary screen, cell-based, U2OS, AlphaScreen, inhibitor mode; AlphaScreen anti-acetyl-lysine; with virally co-expressed GCN5 acetyltransferase; inhibition, % at 15.6 µM; actives 0.17% (n = 350,000); AID 651687, 2012;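 active = every replicate shows inhibition of at least 40%; inconclusive = mean inhibition at least 40% but some replicate below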;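 also: 0% = neutral control wells and 100% = positive control wells; some results beyond the cut were filed as inactive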
Xi reactivation = activators of inactive X chromosome reactivation, primary screen, imaging, XiGFP fibroblasts, GFP high-content imaging, set 2 | XiGFP mouse fibroblasts, % GFP-positive cells imaging, 3 d; cells co-treated with 5-aza-dC sensitizer; scaled so ellipticine positive control = 100% | actives 0.055% (n = 360,000) | activation, % at 7.58 µM;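 active = mean normalized replicate activation at least 10% and every replicate at or above 10%; inconclusive = only one of the two criteria met; inactive = mean below 10% and not all replicates reach 10%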;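 also: 0% = median of on-plate neutral control wells and 100% = ellipticine 6 µM median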
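material = 68-5-11 XiGFP fibroblast line | medium = DMEM plus 5-aza-dC sensitizer | schedule = 3 days compound exposure | benchmarks = positive control ellipticine, 6 µM final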
Statin myotox sup = suppressors of statin myotoxicity in C2C12 myotubes, primary screen, cell-based, single point, plate reader | C2C12 myotubes + simvastatin, ATP luminescence, 48 h; scaled: DMSO 0, geranylgeraniol control 100 | rescue of ATP level, % at 7.49 µM | actives 0.78% (n = 330,000);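 active = mean ATP rescue above about 67%, or every replicate alone reaching that limit, limit read from the data, passing the limit was not always enough; inconclusive = no clear call, values can overlap the other calls; inactive = mean under the limit and some replicate under it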;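 also: myotubes were challenged with 10 µM simvastatin during compound exposure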
Cneo AK release = Cryptococcus neoformans cell lysis inducers, primary screen, AK release luminescence, single concentration. C. neoformans lysis, adenylate kinase release luminescence, 4 h; normalised: neutral wells 0, clomiphene wells 100. lysis activity, % at 15 µM. actives 0.2% (n = 360,000). AID 651654, 2012;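 active = mean lysis activity across replicates of at least 80%, whatever share of replicates individually reach that level; inactive = mean lysis activity below 80%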
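Test system: log-phase Cryptococcus neoformans yeast cells; Quantity: yeast cell density of 5 × 10^6 cells/mL; Buffer or medium: YPD; Doses: single compound concentration per well; Timing: 4 h at 37 °C static, read 1 h later; Measured by: AK luminescence; Read-out basis: lysis from increased AK signal; Control set: Clomiphene as positive control.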
SIRT5 inh = SIRT5 desuccinylase inhibitors, primary screen, biochemical, fluorescence imaging, single point, set 5; NAD-dependent protein deacylase sirtuin-5, mitochondrial (Homo sapiens), Q9NXA8; Purified SirT5, succinyl-peptide AMC, trypsin-coupled fluorescence; inhibition, % at 15 µM; actives 1.1% (n = 330,000); in the data active = inhibition above about 15%; inconclusive = no clear call, values can overlap the other calls
Target sequence (Q9NXA8 whole entry, looked up): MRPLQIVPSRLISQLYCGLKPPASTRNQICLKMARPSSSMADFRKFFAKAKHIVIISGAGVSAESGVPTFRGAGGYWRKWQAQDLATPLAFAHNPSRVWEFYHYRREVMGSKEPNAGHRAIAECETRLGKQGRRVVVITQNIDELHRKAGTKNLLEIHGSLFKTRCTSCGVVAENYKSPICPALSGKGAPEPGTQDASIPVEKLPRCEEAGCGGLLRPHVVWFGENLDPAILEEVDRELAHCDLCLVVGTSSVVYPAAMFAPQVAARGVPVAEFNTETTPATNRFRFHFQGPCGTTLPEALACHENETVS
LGR2 antag = inhibitors of bursicon-induced LGR2 CRE-luciferase signal, primary screen, cell-based, HEK293, CRE-luciferase reporter, bursicon stimulation; bursicon-stimulated, 4 h; AID 720647, 2013; actives 0.35% (n = 380,000); inhibition, % at 9.99 µM;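 active = drop in luminescence signal, shown as inhibition above about 50% in the replicate tests, limit read from the data, passing the limit was not always enough; inconclusive = probably only some replicates passing the limit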;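 also: agonist challenge used bursicon conditioned medium at about half maximal strength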
Numbers without * were called inactive; ? = inconclusive; nt = not tested or not shown; & = joins results of further samples. An excerpt, so the mix of outcomes need not match the whole.

SMILES,S100A4 inh HTS,ERAP1 HTS inh,PGC1a acetyl inh,Xi reactivation,Statin myotox sup,Cneo AK release,SIRT5 inh,LGR2 antag
CC(=O)Nc1cccc(-c2ccnc3c2CC(C(=O)Nc2ccccc2)O3)c1 (configuration not stated),-1,2,nt,0.5,9,0,0,1
CN(C)CCCNc1nc2cc(-c3cccc(Cl)c3)sc2c(=O)n1C,-6,-4,nt,0.1,9,2,-2,-3
COc1ccccc1C#Cc1ccc([C@@H]2[C@@H](C#N)N(C(=O)C3CCCCC3)[C@@H]2CO)cc1,-19,-3,2,0.0,nt,nt,-4,16
CC(C)CN1C(=O)C(=O)N(CC(=O)N2CCC(Cc3ccccc3)CC2)C1=O,-1,-1,nt,0.1,nt,nt,-2,0
CCNC(=O)C1CCCN(C(=O)c2ccc3snnc3c2)CC1 (configuration not stated),5,-1,-1,0.2,4,0,nt,6
COC(=O)C[C@H]1CC[C@H]2[C@H](COc3ccc(NC(=O)c4cscn4)cc3C(=O)N2C)O1,16,-2,0,0.1,9,58,-3,-13
S=c1nc[nH]c2nc[nH]c12,2&-1,1&6,19&21,-0.1&0.2,-11&-17,0&2,-1&0,-25&-4
Cc1ccc(C(=O)NCCn2cc(SCC(=O)Nc3nnc(C)s3)c3ccccc32)cc1,-8,4,-27,0.3,12,-1,7,17
CC1(c2nnc(Cc3ccccc3)o2)CC(c2ccccc2)=NO1 (configuration not stated),0,0,1,-0.1,nt,1,nt,-10
COc1ccc(NC(=O)Nc2ccc3c(c2)C(=O)N([C@@H](C)CO)C[C@@H](C)[C@H](CN(C)Cc2ccc4c(c2)OCO4)OCCCC[C@H](C)O3)cc1,9,-1,-12,-0.9,nt,0,-2,12
CCOC(=O)c1c(C)c(C(=O)NCc2ccco2)c(C)n1CC,-2,-6,-7,0.0,-11,0,-2,3
COc1ccccc1-c1c(C)oc2c(CN3CCOCC3)c(O)ccc2c1=O,-5,2,3,0.0,-13,2,-35,-3
O=C(NCCNC(=O)c1ccc(Br)o1)c1cccnc1,-3,1,-3,0.0,-4,1,-7,-9
COC(=O)C[C@H]1C[C@H]2c3cc(NS(C)(=O)=O)ccc3O[C@H]2[C@@H](CO)O1,-11,0,6,-0.1,4,15,-5,-3
CCOC(=O)N1CCN(C(=O)c2ccc(OC(C)=O)cc2)CC1,19,-4,-11,0.0,-3,8,4,-7
CCOC(=O)c1c(C)[nH]c(C)c1C(=O)COC(=O)c1ccc(S(=O)(=O)C(F)F)cc1,-2,0,-1,0.2,6,-1,0,0
Cc1cnc(C(=O)Nc2ccc(S(=O)(=O)NCC(C)C)cc2)cn1,-3,-2,-5,0.1,nt,nt,1,-20
CCOc1ccccc1N(CC(=O)N1CCCCCC1)S(=O)(=O)c1ccc(C)cc1,1,-1,-6,-0.1,5,1,-1,5
CCN1CCN(C(=O)CN(c2ccc(F)c(Cl)c2)S(C)(=O)=O)CC1,-5,0,-13,0.5,nt,nt,-3,nt
COCCCNC(=O)c1cc2cc([N+](=O)[O-])cc(OC)c2oc1=O,-1,-2,11,0.0,-1,0,-2,-12
O=C(c1cccs1)N1CCC(Cc2ccccc2)CC1,nt,nt,13,nt,-6,-3,nt,21
COc1ccc(S(=O)(=O)NCCC(=O)Nc2ccc(C)cc2)cc1,-5,-2,4,0.0,13,-1,-7,1
CCOc1ccccc1C(=O)Nc1c[nH]c(=O)[nH]c1=O,0,-3,10,0.1,-2,0,-2,-5
O=C(COC(=O)c1cc(S(=O)(=O)N2CCOCC2)ccc1O)Nc1cc(S(=O)(=O)N2CCCC2)ccc1Cl,-4,-1,4,0.0,nt,-1,-4,-7
O=C(C1CCOCC1)N1CC(=O)N2[C@H](CO)[C@H](c3ccc(-c4ccccc4F)cc3)[C@H]2C1,-4,2,-1,0.4,nt,nt,12,8
O=C(COC(=O)/C=C/c1ccc(Cl)cc1)Nc1ccccc1,7,1,23,0.2,11,0,2,-3
C[C@H](O)C#Cc1cnc2c(c1)C(=O)N([C@@H](C)CO)C[C@@H](C)[C@H](CN(C)CC1CCOCC1)O2,7,0,15,1.8,0,-3,-3,6
NC(=O)C1CCN(C(=S)NCCc2ccccc2)CC1,-7,0,-5,0.1,nt,nt,nt,1
CCc1ccccc1NC(=O)CN1CCN(C(=O)c2cc(C3CC3)nn2-c2ccccc2)CC1,0,0,-7,0.3,-6,-2,nt,nt
COc1ccc(-n2c(-c3ccc(Br)cc3)c[n+]3c2CCC3)cc1,-3,0,nt,0.0,-121,3,0,-25
COc1ccccc1C(=O)C1CCCN(C(=O)c2ccco2)C1 (configuration not stated),-2,2,-5,0.2,-6,0,4,7
CN1C(=O)c2cc(NC(=O)C3CCOCC3)ccc2OC[C@@H]2O[C@H](CC(=O)NCc3ccccc3F)CC[C@@H]21,nt,nt,2,0.0,-11,nt,nt,-11
CC1CCC(C(C)C)C(OP(=O)(c2ccccc2)C(O)c2ccncc2)C1 (configuration not stated),1,-3,nt,0.3,-9,3,2,nt
O=C(COC(=O)C1=COCCO1)NCc1ccc(Cl)cc1,4,1,nt,0.1,nt,nt,-5,5
FC(F)C(F)(F)C1=CC(c2ccccc2)=NCCN1,nt,nt,-4,nt,1,3,nt,5
O=C(O)CC1c2ccccc2S(=O)(=O)N1Cc1ccccc1 (configuration not stated),1,5,2,0.0,1,-1,-4,-12
Cc1ccccc1S(=O)(=O)N1[C@H](C#N)[C@H](c2ccccc2)[C@@H]1CO,0,1,-16,0.0,19,-1,5,-2
O=C(C[C@@H]1CC[C@@H]2[C@H](COC[C@H](O)CN2Cc2nccs2)O1)NCc1ccc(Oc2ccccc2)cc1,5,0,4,0.0,28,-2,-2,9
O=C(Nc1ncccc1Cl)c1cc2ccccc2o1,2,1,11,0.0,14,-5,20*,-87
O=C(O)c1cc(NS(=O)(=O)c2ccc3ccccc3c2)ccc1O,-4,-14,4,0.0,-4,-1,4,-5
NC(=O)c1cccc(-c2ccnc3c2CC(C(=O)NCCc2ccccc2)O3)c1 (configuration not stated),0,0,-4,-0.1,-57,-1,0,18
Cc1c(CN2CCC(CO)(Cc3ccccc3)CC2)c2ccccc2n1C,-1,12,nt,0.0,nt,nt,-1,3
O=C(Cc1ccccc1)N1C[C@H]2[C@@H](c3ccccc31)[C@H](CO)N2C(=O)c1cccc(F)c1,-2,-3,2,0.0,17,6,0,-11
Cn1c(CN2CCOCC2)nc2cc(NC(=O)c3ccccc3Cl)ccc21,nt,nt,1,nt,-1,-3,nt,-9
O=C(Nc1cccnc1)c1cc(F)c(F)cc1Cl,-5,-4,12,-0.1,7,1,1,3

SIRT5 inh, hit marks shown above.
Molecule | S100A4 inh HTS | ERAP1 HTS inh | PGC1a acetyl inh | SIRT5 inh | LGR2 antag
O=C(Nc1ncccc1Cl)c1cc2ccccc2o1 | 2 | 1 | 11 | 20* | -87

Going on with the list.
SMILES,S100A4 inh HTS,ERAP1 HTS inh,PGC1a acetyl inh,Xi reactivation,Statin myotox sup,Cneo AK release,SIRT5 inh,LGR2 antag
Cc1cccc(C(=O)OCC(=O)Nc2ccc(F)cc2)c1,1,-2,-2,0.0,-40,5,-2,11
C[C@@H]1CCCCO[C@@H](CN(C)C(=O)Nc2ccc(F)cc2)[C@H](C)CN([C@@H](C)CO)C(=O)c2cc(NC(=O)CCC(F)(F)F)ccc2O1,6,2,4,0.2,nt,11,3,10
COc1cccc(S(=O)(=O)Nc2ccc3c(c2)[C@H]2C[C@H](CC(=O)NCCc4ccccc4)O[C@H](CO)[C@H]2O3)c1,-6,1,1,0.0,-6,-4,-1,11
CO[C@H]1CN(C)C(=O)c2ccc(NC(=O)C3CC3)cc2OC[C@@H](C)N(C(=O)c2cnccn2)C[C@H]1C,5,-2,1,0.2,3,-3,2,7
COc1ccc(NC(=O)COc2ccccc2C(=O)NCC(c2ccccc2)N(C)C)cc1Cl (configuration not stated),1,6,-11,0.0,3,-1,1,9
Cc1oc(-c2ccccc2Cl)nc1CS(=O)CC(=O)NCCc1ccccc1 (configuration not stated),-2,-1,13,0.2,16,0,4,-1
CCC1=C(OC(=O)N(CC)CC)N2C(=O)OC(=NCC(=O)OC)[C@]2(C)[C@H]2C1=CC[C@H]1C(=O)N(CC(=O)OC)C(=O)[C@H]12,-4,-5,2,0.1,3,0,0,0
CN(CC(O)CON=C1c2ccccc2-c2ccccc21)S(=O)(=O)c1ccc(Br)cc1 (configuration not stated),nt,nt,-7,0.1,15,nt,nt,11
O=C(CSc1nnc2sc3ccccc3n12)c1ccco1,nt,nt,6,nt,7,-3,nt,-3
C=C1CCC[C@]2(C)C[C@H]3OC(=O)C(CNC(C)CCCC(C)C)[C@H]3CC12 (some centres not stated),-2,2,nt,0.1,16,6,1,27
O=C(/C=C/c1cccs1)N1CCc2ccccc21,-1,8,2,-0.1,-7,-2,0,?
NC(=O)c1ccsc1NC(=O)COC(=O)COc1ccccc1F,-7,-4,nt,0.0,nt,nt,-2,-7
Cc1cccc(C(=O)Nc2nnc(-c3ccco3)o2)c1,-5,0,nt,0.0,nt,nt,-1,1
COCC1CCCN(C(=O)c2cc(COc3cccc4cccnc34)on2)C1 (configuration not stated),-3,-3,nt,0.0,-2,1,0,3
C[C@H](CO)N1C[C@H](C)[C@@H](CN(C)S(=O)(=O)c2cccs2)Oc2ccc(NC(=O)CCN3CCOCC3)cc2CC1=O,2,-3,2,-0.1,20,-1,4,-1
CCC(=O)N(C)C[C@H]1Oc2cc(-c3ccccc3OC)ccc2S(=O)(=O)N([C@H](C)CO)C[C@H]1C,-1,1,5,-2.0,-5,46,-6,-1
CC1CCCCC1NC(=O)CN1CCN(S(=O)(=O)c2ccc(Br)s2)CC1 (configuration not stated),0,-2,nt,0.1,3,2,-7,-3
CC1CC(C)CN(CCCNC(=O)c2ccc3c(c2)NC(=O)CS3)C1 (configuration not stated),27,-2,5,0.0,4,-1,2,-9
CC=Cc1ccc2n(c1=O)C[C@H]1[C@H](CO)[C@@H](C(=O)NC3CCCCC3)N(CCC)[C@@H]21 (mixture of isomers),nt,nt,-2,-0.1,-10,nt,nt,-32
